Screens from PubChem BioAssay.
CHRM4 agonist: agonists of human muscarinic M4 receptor (CHRM4); activation, % at 3 µM; CHO-K1 hM4/Gqi5, Fluo-8 calcium fluorescence; vehicle 0%, full acetylcholine response 100%; AID 624127; 360,000 compounds, 0.14% hits;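 active means activation above the run mean over all test wells plus 3 SD, cut at about 32% in these data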;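 further: peak over basal fluorescence ratio per well then scaled between controls; 0% = DMSO wells and 100% = acetylcholine at EC100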
Target sequence (P08173 whole entry, looked up): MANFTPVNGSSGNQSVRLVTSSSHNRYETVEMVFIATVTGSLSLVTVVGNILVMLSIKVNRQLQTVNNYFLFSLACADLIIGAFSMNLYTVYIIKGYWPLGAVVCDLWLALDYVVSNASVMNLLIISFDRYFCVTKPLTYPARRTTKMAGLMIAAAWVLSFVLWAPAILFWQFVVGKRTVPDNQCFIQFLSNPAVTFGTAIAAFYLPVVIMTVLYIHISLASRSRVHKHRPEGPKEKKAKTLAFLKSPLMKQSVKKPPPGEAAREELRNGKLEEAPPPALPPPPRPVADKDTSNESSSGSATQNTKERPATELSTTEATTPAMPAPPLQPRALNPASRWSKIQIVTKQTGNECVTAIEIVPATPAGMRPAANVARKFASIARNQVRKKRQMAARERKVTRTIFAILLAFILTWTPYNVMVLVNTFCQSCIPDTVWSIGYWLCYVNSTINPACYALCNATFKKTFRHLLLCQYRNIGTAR
M5 PAM: CHRM5 positive allosteric modulation | CHO-K1 hM5, Fluo-8 calcium, ACh EC20 PAM; 0% = ACh EC20, 100% = ACh EC100 | 360,000 compounds, 0.3% hits | P08912 | activation, % at 3 µM;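 active means activation above the run cutoff, the mean activation of all test compounds plus 3 SD, cut at about 18% in these data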
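Measured by: Fluo-8 calcium fluorescence; material: human M5 receptor in CHO-K1 cells; schedule: Post-acetylcholine fluorescence recording 140 s; benchmarks: low control EC20 acetylcholine (0%), high control EC100 acetylcholine (100%); read-out: Max/basal fluorescence ratio as % of EC20–EC100 ACh window; compound: single dose, 3 µM nominal final test concentration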
CHRM1 antagonist: blocks human M1 muscarinic receptor; 360,000 compounds, 1.3% hits; inhibition, % at 3 µM; CHO-K1 hM1, Fluo-8 calcium fluorescence, ACh EC80 antagonist; P11229; AID 588852;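 active means percent inhibition above its own plate's cutoff, namely the mean of that plate's compound wells plus 3 SD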;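 further: peak over basal fluorescence ratio during 140 s after agonist addition; 0% = ACh EC80 plus DMSO and 100% = DMSO alone without agonist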
CHRM1 agonist: human M1 muscarinic receptor agonism; CHO-K1 hM1, Fluo-8 calcium fluorescence, agonist mode; 0% DMSO, 100% acetylcholine EC100; 360,000 compounds, 0.33% hits; P11229; activation, % at 3 µM;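 active means activation above the run's mean compound activation plus 3 SD, cut at about 16% in these data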;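 further: peak over basal fluorescence ratio within a 140 s kinetic read after compound addition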
M1 PAM: human CHRM1 positive allosteric modulation; P11229; CHO-K1 hM1, Fluo-8 calcium fluorescence, ACh EC20; 0% = ACh EC20, 100% = maximal ACh; activation, % at 3 µM; 360,000 compounds, 0.088% hits; AID 588819; in the data active means activation above about 19%, passing the limit was not always enough
CHRM5 agonist: CHRM5 agonism in calcium assay. P08912. CHO-K1 hM5 cells, Fluo-8 calcium fluorescence; 0% DMSO wells, 100% maximal acetylcholine response. activation, % at 3 µM. 360,000 compounds, 0.19% hits. AID 624037;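 active means activation above the run's mean over test compounds plus 3 SD, cut at about 23% in these data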;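 further: signal is peak over basal fluorescence ratio across the kinetic read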
CHRM4 antagonist: CHRM4 antagonism in calcium assay. CHO-hM4 cells, ACh EC80, Fluo-8 calcium fluorescence. P08173. 360,000 compounds, 0.73% hits. inhibition, % at 3 µM;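 active means inhibition above its plate's cutoff, the mean inhibition of sample wells plus 3 SD, cut at about 27% in these data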;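 further: 0% = acetylcholine EC80 with DMSO and 100% = DMSO without agonist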
CHRM5 antagonist: CHRM5 antagonism in calcium assay; P08912; 360,000 compounds, 0.59% hits; CHO-hM5 cells, Fluo-8 calcium fluorescence, ACh EC80; inhibition, % at 3 µM; AID 624040;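 active means inhibition above a per-plate cutoff, the mean of that plate's test compounds plus 3 SD, cut at about 27% in these data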;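 further: 0% = acetylcholine EC80 with DMSO and 100% = DMSO without agonist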
TAAR1 agonist: human TAAR1 agonism; Q96RJ0; CHO RD-HGA16 TAAR1, Fluo-8 calcium fluorescence; vehicle wells 0%, saturating PEA agonist 100%; activation, % at 3 µM; 360,000 compounds, 0.99% hits; AID 624467;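 active means activation above the mean activation of all test compounds in the run plus 3 SD, cut at about 38% in these data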
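Test system: RD-HGA16 (CHO) cells co-expressing Gα16 and hTAAR1 / Benchmarks: DMSO vehicle as 0%, PEA at EC100 as 100% / Repeats: no replicates (n 1) / Measure: % activation from peak over basal fluorescence ratio, DMSO-to-PEA scaled / Timing: 17-24 h plating, Fluo-8 75 min 37 °C, 30 min RT / Technique: kinetic Fluo-8 calcium fluorescence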
* marks the source's active call; other numbers are inactive results. Only part of the results is shown (hit frequency here may not be typical).

CHRM4 agonist	M5 PAM	CHRM1 antagonist	CHRM1 agonist	M1 PAM	CHRM5 agonist	CHRM4 antagonist	CHRM5 antagonist	TAAR1 agonist	molecule
1.9	-3.3	-3.0	-8.4	2.0	0.9	2.4	9.3	1.0	CC1CCCCC1NC(=O)c1cc2c(s1)CS(=O)(=O)C2 (stereo unspecified)
0.8	2.7	-2.5	-3.1	-1.5	2.1	4.2	-1.4	1.2	C=CCN(CC=C)S(=O)(=O)c1ccc(C(=O)Nc2nc3c(s2)CCc2ccccc2-3)cc1
0.0	5.7	-27.8	-1.5	4.0	-3.8	-2.3	4.7	8.8	O=C(O)c1ccc(NS(=O)(=O)c2ccc(Cl)c(Cl)c2)cc1O
1.3	-11.6	6.9	-4.6	1.9	-0.9	0.0	15.5	1.0	CCOC(=O)c1c(OCCO)noc1N
1.2	11.9	-4.2	-2.3	13.1	3.1	-12.9	-12.7	0.8	Nc1nc(SCC(=O)c2ccc(Br)s2)n[nH]1
0.8	-3.3	-14.5	-3.9	12.8	-5.8	-0.3	5.2	-1.3	CC(C)c1ccc(NC(=O)CN2CCN(c3ccccn3)CC2)cc1
-0.3	-1.6	9.0	-5.9	2.0	2.4	3.5	0.1	12.5	O=C1c2cccnc2C(=O)N1Cc1ccco1
1.4	2.9	-6.7	-5.4	6.3	2.1	-1.3	-4.9	9.4	CCOc1ccc(CN2CCC(C(=O)N3CCN(c4ccccc4F)CC3)CC2)cc1OC
-0.5	-4.9	-1.7	-3.0	-2.0	-0.6	7.1	13.0	0.6	COc1ccc(C(=O)c2ccc([N+](=O)[O-])cc2)cc1S(=O)(=O)N1CCC(C(=O)O)CC1
0.1	4.4	-8.2	-3.9	8.2	-2.9	6.9	10.5	-0.6	CCC(=O)NCCc1nc2cc(NC(=O)c3ccco3)ccc2n1C
0.6	1.4	9.6	-4.5	-2.8	-0.2	6.1	-1.6	4.4	O=C1OC(c2cccs2)=N/C1=C\c1ccc(-c2cccc(Cl)c2)o1
2.6	-3.0	1.6	-5.8	2.1	-3.2	-9.5	-4.4	0.4	CCCn1c(N2CCN(CC(=O)Nc3ccc4c(c3)OCCO4)CC2)nc2ccccc21
1.2	-7.3	0.2	-6.2	3.1	-1.1	16.2	3.7	4.9	Cc1cc(NC(=O)CN2CCN(c3ccc(O)cc3)CC2)no1
6.1	-8.2	-3.7	-2.4	4.2	-4.0	-25.3	4.0	-0.9	COc1ccccc1N(Cc1ccccc1)S(=O)(=O)c1cccc(C(=O)Nc2ncccc2C)c1
0.8	1.4	-17.5	0.2	19.4	-1.7	1.3	11.2	3.0	Cc1nnc(NC(=O)CSc2nnc3c(n2)[nH]c2ccc(Br)cc23)s1
7.4	-4.6	1.0	-0.5	2.4	0.9	2.1	9.2	2.0	Cc1nc2cc(NC(=O)c3ccc(Br)s3)ccc2s1
0.8	4.1	-7.1	-5.0	8.9	-1.1	-6.9	8.8	7.1	CSC1=NC(C)N2C(SC)=NC(C)N12 (stereo unspecified)
2.6	-0.4	-5.4	-5.2	-1.0	-1.3	-13.5	-2.2	2.9	CC(C)(C)N=C1NN=C(c2ccc(S(=O)(=O)N3CCCCC3)cc2)CS1
12.8	-15.4	12.8	-0.1	-3.1	6.3	9.9	13.2	24.4	CC(=O)Nc1cccc(OCC(=O)/C=C2\N(C)c3ccccc3C2(C)C)c1
-1.2	2.8	-8.5	-0.9	9.7	5.7	7.1	-0.9	9.2	COc1ccc(N/C=C/C(=O)c2ccc(Oc3ncccn3)cc2)cc1

An excerpt from above, showing only M5 PAM and CHRM1 agonist:
mol | M5 PAM | CHRM1 agonist
CCOC(=O)c1c(OCCO)noc1N | -11.6 | -4.6
O=C(O)c1ccc(NS(=O)(=O)c2ccc(Cl)c(Cl)c2)cc1O | 5.7 | -1.5
Nc1nc(SCC(=O)c2ccc(Br)s2)n[nH]1 | 11.9 | -2.3
CC1CCCCC1NC(=O)c1cc2c(s1)CS(=O)(=O)C2 (stereo unspecified) | -3.3 | -8.4

Part of the list above in order of count of non-hydrogen atoms, high to low.
CHRM4 agonist	M5 PAM	CHRM1 antagonist	CHRM1 agonist	M1 PAM	CHRM5 agonist	CHRM4 antagonist	CHRM5 antagonist	TAAR1 agonist	molecule
2.6	-3.0	1.6	-5.8	2.1	-3.2	-9.5	-4.4	0.4	CCCn1c(N2CCN(CC(=O)Nc3ccc4c(c3)OCCO4)CC2)nc2ccccc21
-0.5	-4.9	-1.7	-3.0	-2.0	-0.6	7.1	13.0	0.6	COc1ccc(C(=O)c2ccc([N+](=O)[O-])cc2)cc1S(=O)(=O)N1CCC(C(=O)O)CC1
1.2	11.9	-4.2	-2.3	13.1	3.1	-12.9	-12.7	0.8	Nc1nc(SCC(=O)c2ccc(Br)s2)n[nH]1

Additional records.
CHRM4 agonist	M5 PAM	CHRM1 antagonist	CHRM1 agonist	M1 PAM	CHRM5 agonist	CHRM4 antagonist	CHRM5 antagonist	TAAR1 agonist	molecule
1.2	-0.3	11.6	-0.6	-5.3	2.7	-8.6	4.3	-0.3	CCCc1cc(=O)[nH]c(SCC(=O)N(CC)c2c(N)n(Cc3ccccc3)c(=O)[nH]c2=O)n1
1.5	-5.3	-11.5	-1.7	4.9	-4.0	-6.6	8.3	-0.3	COc1ccc(CNC(=O)C2CCN(S(=O)(=O)N3CC(C)CC(C)C3)CC2)cc1 (stereo unspecified)
-1.1	-8.6	23.2	-7.3	-13.2	-1.0	-4.0	7.5	-5.3	COC(=O)c1cc(Br)ccc1-c1ccc(/C=N/n2nnnc2N)o1
4.5	-3.1	1.1	-0.6	-0.3	-2.7	9.8	16.2	1.6	Cc1ccccc1C(=O)Nc1ccc(S(=O)(=O)N2CC(C)OC(C)C2)cc1 (stereo unspecified)
0.3	1.1	-15.6	-2.8	13.8	-2.0	1.5	10.3	-2.6	COc1cc(/C=N/NC(=O)CC(=O)NC2CCCCC2)ccc1O
0.4	1.5	-2.5	-3.0	-5.2	-3.0	-20.7	-2.4	8.0	O=[N+]([O-])c1ccc(-c2cc(-c3ccc(Cl)cc3)n[nH]2)cc1
0.3	4.2	-6.3	-3.0	11.9	1.1	-5.4	-0.3	1.3	CSc1nnc(-c2sc(-c3ccccc3)nc2C)n1C
1.8	6.0	-13.1	-2.6	10.4	-2.9	-0.8	-1.1	1.1	Cc1cccc(OCC(=O)N2CCCc3ccccc32)c1
1.5	-0.7	-0.2	-4.4	-4.0	-4.6	3.8	0.9	-0.3	CSc1ncc(C(=O)Nc2cccc(Cl)c2)c(C)n1
4.4	-0.9	-17.8	3.4	-0.6	5.5	0.6	7.3	12.1	CC(C)(C)c1ccc(OCCC(=O)NC2=NCCS2)cc1
0.7	-6.4	5.2	-3.0	0.6	1.9	4.6	17.5	-0.1	CCCCOc1ccc(/C=C/C(=O)OCC(=O)NC(=O)NCC(C)C)cc1OCC
